G9a block: blocks human histone lysine methyltransferase G9a | Q96KQ7 | G9a H3K9 monomethylation, AlphaScreen, 2 h | Potency, µM (highest dose often 102 µM), without a hit: at the top dose activity, negative = inhibition, most hits filed as inhibitors | hit rate 8.8% among 350,000; note: % is set by controls: 0 for no effect and ±100 for the full control effect; nearly all actives have a fitted effect of over 75% in size
Target sequence (Q96KQ7 913-1193 limits assumed): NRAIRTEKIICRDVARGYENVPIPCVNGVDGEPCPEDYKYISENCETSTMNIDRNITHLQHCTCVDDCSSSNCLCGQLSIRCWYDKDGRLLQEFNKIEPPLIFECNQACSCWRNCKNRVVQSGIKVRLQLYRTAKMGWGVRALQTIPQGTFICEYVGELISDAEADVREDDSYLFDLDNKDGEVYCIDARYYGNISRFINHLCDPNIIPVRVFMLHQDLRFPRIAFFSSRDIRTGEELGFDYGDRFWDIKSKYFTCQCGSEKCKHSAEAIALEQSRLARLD
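AlphaScreen read-out: biotin-H3K9 peptide (500 nM) methylation by 20 nM enzyme with 20 uM SAM, 2 h at room temperature after 15 min compound preincubation; anti-monomethyl H3K9 antibody plus donor/acceptor beads, 10 min dark.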
POLI inh: inhibitors of human DNA polymerase iota. Q9UNA4. Pol iota fluorescent replication assay, 10 min. Potency, µM (highest dose often 115 µM), for inactives: at the highest dose activity, negative = inhibition, actives largely listed as inhibitors. hit rate 1% among 390,000. AID 588590
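Pol iota at 10 nM preincubated 15 min with compounds at room temperature; reaction started with fluorescent substrate, 50 nM final. Fluorescence read kinetically at 0 and 10 min; buffer-only wells as negative control.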
PGK inhibitor: blocks T. brucei phosphoglycerate kinase; hit rate 0.043% among 380,000; PGK/GAPDH coupled, Kinase-Glo luminescence, 60 min; AID 602233; Potency, µM (doses to about 57.5 µM), for the others: at the top dose activity change, negative = inhibition, usual class: inhibitors; note: % is set by controls: 0 for no effect and ±100 for the full control effect; nearly all actives have a fitted effect of over 60% in size
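Luminescent ATP detection (Kinase-Glo Plus) follows a 60-minute room-temperature incubation, with wells lacking PGK as controls. Buffer: 100 mM TEA (pH 7.6), 5 mM MgCl2, 0.01% Tween-20. Coupling enzyme GAPDH (100 nM final) supplies unstable 1,3-BPG in-well.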
BAZ2B block: blocks human BAZ2B | Q9UIF8 | AlphaScreen BAZ2B-H3K14Ac peptide displacement | Potency, µM (series often up to 114 µM), for the others: at the highest dose activity change, negative = inhibition, actives largely listed as inhibitors | hit rate 4.4% among 360,000; note: % is set by controls: 0 for no effect and ±100 for the full control effect; nearly all actives have a fitted effect of over 60% in size
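BAZ2B 50 nM plus b-H3(5-23)K14Ac 50 nM, PBS pH 7.4/0.01% Tween-20, 30 min RT; compound added (max 110 uM), 30 min RT; streptavidin donor/Ni-chelate acceptor beads 10 ug/mL final, 20 min dark; AlphaScreen read.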
GLS inh: inhibitors of human glutaminase (GLS) | O94925 | GLS enzymatic activity, qHTS titration | Potency, µM (titrated, usually from 45.5 µM), for inactives: at the highest dose activity change, negative = inhibition, actives largely listed as inhibitors | hit rate 0.21% among 410,000 | AID 624170; note: % is set by controls: 0 for no effect and ±100 for the full control effect
Target sequence (O94925 whole entry, looked up): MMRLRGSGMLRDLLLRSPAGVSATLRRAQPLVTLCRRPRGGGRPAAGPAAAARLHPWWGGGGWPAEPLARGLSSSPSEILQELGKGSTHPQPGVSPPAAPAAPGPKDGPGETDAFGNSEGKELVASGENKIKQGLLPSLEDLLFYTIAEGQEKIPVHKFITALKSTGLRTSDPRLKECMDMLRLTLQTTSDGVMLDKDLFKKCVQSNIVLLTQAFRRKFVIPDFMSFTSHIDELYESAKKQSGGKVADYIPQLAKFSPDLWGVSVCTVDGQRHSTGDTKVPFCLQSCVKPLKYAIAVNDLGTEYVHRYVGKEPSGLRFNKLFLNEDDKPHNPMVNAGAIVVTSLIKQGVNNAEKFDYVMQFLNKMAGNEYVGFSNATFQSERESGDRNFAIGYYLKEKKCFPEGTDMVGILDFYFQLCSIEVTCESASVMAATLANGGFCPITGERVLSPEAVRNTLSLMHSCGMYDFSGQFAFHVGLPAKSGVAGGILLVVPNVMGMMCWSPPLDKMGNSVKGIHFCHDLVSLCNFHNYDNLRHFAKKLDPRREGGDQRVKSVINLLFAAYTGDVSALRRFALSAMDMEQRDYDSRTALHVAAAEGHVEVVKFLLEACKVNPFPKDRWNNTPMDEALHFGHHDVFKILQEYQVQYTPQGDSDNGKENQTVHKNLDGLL
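hKGA in 45 mM KH2PO4 (pH 8.2), 0.02% Tween-20 with compound, then 1mM L-Glutamine (stock as added) plus glutamate oxidase/HRP/Amplex red coupling mix. Fluorescence read initially and after 30 min at RT; signal change reflects glutamate formation.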
HP1b chromo inh: inhibitors of HP1-beta chromodomain binding to methylated histone tails. P83916. AID 540317. Potency, µM (series often up to 114 µM), for the others: at the highest dose activity change, negative = inhibition, actives largely listed as inhibitors. AlphaScreen HP1-beta / biotin-H3K9me3 peptide binding. hit rate 0.56% among 390,000; note: nearly all actives have a fitted effect of over 70% in size; inactives centre near 23
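AlphaScreen: HP1-beta (50 nM) preformed 30 min with biotin-H3(1-18)K9me3 peptide (50 nM) in PBS pH 7.4, 0.01% Tween-20. Compound added for 30 min at RT, then streptavidin donor/nickel chelate acceptor beads (10 ug/mL) for 30 min.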
JMJD2A Tudor inh: JMJD2A Tudor domain (human) inhibition; AlphaScreen JMJD2A-Tudor / H3K4me3 peptide binding; AID 504339; Potency, µM (doses to about 114 µM), for the others: at the highest dose activity change, negative = inhibition, usual class: inhibitors; hit rate 4.4% among 390,000; note: % is set by controls: 0 for no effect and ±100 for the full control effect; nearly all actives have a fitted effect of over 50% in size
BLM helicase inh: inhibitors of human Bloom syndrome helicase BLM; recombinant BLM DNA unwinding, fluorescence dequenching; hit rate 0.2% among 350,000; AID 2528; Potency, µM (doses to about 56.1 µM), without a hit: top-dose activity change, negative = inhibition, usual class: inhibitors;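 note: plate controls were vehicle for no effect and no enzyme for full effect; nearly all actives have a fitted effect of over 35% in size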
Pin1 inhibitor: inhibitors of human Pin1. AID 504891. hit rate 0.009% among 390,000. Pin1 FP peptide displacement, HiFluor488, 10 min. Potency, µM (doses to about 115 µM), for the others: top-dose activity, negative = inhibition, usual class: inhibitors; active = well fitted inhibition curve with a large enough effect in the polarisation, with a control signal flat, not every such curve was filed as active; inconclusive = small, poorly fitted or top-dose-only effect, or effect the other way, or a change in a side signal; inactive = no such curve, though single readings can be large or run the other way; the % refers to the polarisation; note: % is set by controls: 0 for no effect and ±100 for the full control effect
The depositor's hits bear a star; [ ] = dose if it differs, or a comment. Unless noted, calls come from the whole dose curve; as a rule, active = well fitted curve in the direction sought with a large enough effect; inconclusive = small, poorly fitted or top-dose-only effect, or another doubt; inactive = no such curve, though single readings can be large; an effect the other way counts as inactive or inconclusive. Potency is the fitted concentration of half-maximal effect. A portion of the library; rates above refer to the full screens.

What do the screens show for `O=C1C(Cc2cccc([N+](=O)[O-])c2)SC(=Nc2ccccc2)N1c1ccccc1` (stereo not given)?
G9a block: -11.5%; POLI inh: 9.6%; PGK inhibitor: inactive; BAZ2B block: -37.1%; GLS inh: -3.1%; HP1b chromo inh: -1.0%; JMJD2A Tudor inh: -22.1%; BLM helicase inh: -2.4%; Pin1 inhibitor: 0.3%

What do the screens show for `CCc1cccc(NC(=O)Nc2ccc3c(c2)N(C)C(=O)c2ccccc2S3)c1`?
G9a block: -14.6%[59 µM]; POLI inh: 10.5%; PGK inhibitor: 4.0%; BAZ2B block: -7.1%; GLS inh: 5.1%; HP1b chromo inh: 11.4%; JMJD2A Tudor inh: -28.8%; BLM helicase inh: -8.1%; Pin1 inhibitor: -3.6%

What do the screens show for `Cc1cc(C)c2oc(-c3ccc(C)c(NC(=O)/C=C/c4ccco4)c3)nc2c1`?
G9a block: 10µM*; POLI inh: 22.4µM*; PGK inhibitor: 1.6%; BAZ2B block: inconclusive; GLS inh: 4.7%; HP1b chromo inh: inconclusive; JMJD2A Tudor inh: 56.2µM*; BLM helicase inh: -8.4%; Pin1 inhibitor: 68.7%[activator]

Results for Cc1cc(C(=O)N2CCN(S(=O)(=O)c3ccccc3F)CC2)c(C)o1 ?
G9a block: 8.5%; POLI inh: 10.8%; PGK inhibitor: 2.2%; BAZ2B block: -9.6%; GLS inh: -2.9%; HP1b chromo inh: 16.5%; JMJD2A Tudor inh: -20.1%; BLM helicase inh: 0.8%; Pin1 inhibitor: -1.7%

Results for Cc1ccccc1NC1=C(Cl)C(=O)OC1OC(=O)c1ccccc1C (stereo not given) ?
G9a block: 9.1%; POLI inh: 49.8%[activator]; PGK inhibitor: 3.2%; BAZ2B block: 5.5%; GLS inh: -6.5%; HP1b chromo inh: 35.6%; JMJD2A Tudor inh: -16.5%; BLM helicase inh: -19.4%; Pin1 inhibitor: -6.1%

Results for COc1ccccc1OCC(=O)n1cc(C(=O)c2cc(Cl)cc(Cl)c2O)cn1 ?
G9a block: -4.0%[59 µM]; POLI inh: -5.3%; PGK inhibitor: -2.3%; BAZ2B block: -32.3%; GLS inh: 6.0%; HP1b chromo inh: inconclusive; JMJD2A Tudor inh: -20.3%; BLM helicase inh: -7.5%; Pin1 inhibitor: -1.6%

How did CC(=O)C1=C(O)C(=O)N(c2cccnc2)C1c1cccc([N+](=O)[O-])c1 (stereo not given) do in these assays?
G9a block: inconclusive; POLI inh: -10.9%; PGK inhibitor: -6.4%; BAZ2B block: -20.9%; GLS inh: 10.6%; HP1b chromo inh: -4.9%; JMJD2A Tudor inh: -31.1%; BLM helicase inh: -0.9%; Pin1 inhibitor: 2.3%

Results for CN(CC1CCCN(CCc2cccc(C(F)(F)F)c2)C1)C(=O)c1ccc2nc[nH]c2c1 (stereo not given) ?
G9a block: -8.1%; POLI inh: 29.0%; PGK inhibitor: 2.4%; BAZ2B block: -17.7%; GLS inh: 3.3%; HP1b chromo inh: 28.9%; JMJD2A Tudor inh: -31.9%; BLM helicase inh: 1.4%; Pin1 inhibitor: -0.1%

Results for CC(=O)Nc1nc(-c2ccc(Cl)cc2)nc(C)c1C(C)=O ?
G9a block: -7.7%[12.7 µM]; POLI inh: inconclusive; PGK inhibitor: -13.9%; BAZ2B block: inconclusive; GLS inh: -10.4%; HP1b chromo inh: 33.0%; JMJD2A Tudor inh: -25.2%; BLM helicase inh: -4.4%; Pin1 inhibitor: 30.9%[activator]

Results for Cc1cc(C)n2nc(C(=O)Nc3cc(S(=O)(=O)N4CCCCC4)ccc3C)nc2n1 ?
POLI inh: 3.1%; PGK inhibitor: 2.1%; GLS inh: 16.0%; HP1b chromo inh: 35.2%; JMJD2A Tudor inh: -7.8%; Pin1 inhibitor: 1.7%

What do the screens show for `CCCCCOCC1CC(C/C(C)=N/Nc2nc(-c3ccccc3)cs2)C(=O)O1` (stereo not given)?
G9a block: 39.8µM*; POLI inh: inconclusive; PGK inhibitor: -1.2%; BAZ2B block: inconclusive; GLS inh: -0.6%; HP1b chromo inh: 2.8%; JMJD2A Tudor inh: inconclusive; BLM helicase inh: -3.4%; Pin1 inhibitor: 23.8%

What do the screens show for `O=C1CCCN1CCCNC(=S)Nc1ccc(F)c(Cl)c1`?
G9a block: inconclusive; POLI inh: -0.3%; PGK inhibitor: -0.4%; BAZ2B block: 8.3%; GLS inh: 0.0%; HP1b chromo inh: 18.0%; JMJD2A Tudor inh: -4.8%; BLM helicase inh: 11.2%; Pin1 inhibitor: 1.1%

Results for COc1ccc(S(=O)(=O)NCc2cccnc2)c2ccccc12 ?
G9a block: 9.9%[59 µM]; POLI inh: 16.5%; PGK inhibitor: -2.1%; BAZ2B block: 8.1%; GLS inh: -8.0%; HP1b chromo inh: 17.3%; JMJD2A Tudor inh: -7.1%; BLM helicase inh: 0.6%; Pin1 inhibitor: 2.6%

How did CC(C)c1ccccc1OCCCCN1CCCCC1 do in these assays?
POLI inh: 14.9%; PGK inhibitor: -0.1%; GLS inh: -3.2%; HP1b chromo inh: 36.0%[activator]; JMJD2A Tudor inh: -4.0%; Pin1 inhibitor: -3.3%

Results for CC(=O)N1CCN(C(=O)CC2OC(=O)c3ccccc32)CC1 (stereo not given) ?
G9a block: 39.8µM*; POLI inh: inconclusive; PGK inhibitor: -2.1%; BAZ2B block: inconclusive; GLS inh: -7.5%; HP1b chromo inh: -13.1%; JMJD2A Tudor inh: -26.2%; BLM helicase inh: -2.3%; Pin1 inhibitor: inconclusive

How did Nn1c(SCC(=O)Nc2nccs2)nnc1-c1cccnc1 do in these assays?
G9a block: -3.9%[2.33 µM]; POLI inh: inconclusive; PGK inhibitor: -8.1%; BAZ2B block: 5.3%; GLS inh: 4.3%; HP1b chromo inh: 20.9%; JMJD2A Tudor inh: 1.7%; Pin1 inhibitor: 3.0%

Results for COC(=O)C1=C(C)N=C2SC(C#N)=C(N)N2C1c1cc(OC)c(OC)c(OC)c1 (stereo not given) ?
G9a block: -1.3%; POLI inh: 14.8%; PGK inhibitor: -9.7%; BAZ2B block: -1.3%; GLS inh: 10.6%; HP1b chromo inh: 9.4%; JMJD2A Tudor inh: -19.9%; BLM helicase inh: -4.0%; Pin1 inhibitor: 2.2%

How did CN(C)c1ccc(C=Nc2ccc(N(C)C)cc2)cc1 do in these assays?
G9a block: inconclusive; POLI inh: 16.5%; PGK inhibitor: -14.9%; BAZ2B block: 20µM*; GLS inh: 19.2%; HP1b chromo inh: 50.1µM*; JMJD2A Tudor inh: 56.2µM*; BLM helicase inh: -12.3%; Pin1 inhibitor: 3.8%

What do the screens show for `COc1ccc(S(=O)(=O)Nc2cc(C)ccn2)cc1`?
G9a block: inconclusive; POLI inh: 16.4%; PGK inhibitor: inactive; BAZ2B block: 5.6%; GLS inh: 1.5%; HP1b chromo inh: 43.9%[activator]; JMJD2A Tudor inh: -9.6%; BLM helicase inh: -1.1%; Pin1 inhibitor: -0.7%

Results for CC(=O)c1c(C)[nH]c(C(=O)NCCc2cccc(C)c2)c1C ?
G9a block: 11.7%[0.501 µM]; POLI inh: inconclusive; PGK inhibitor: -2.2%; BAZ2B block: inconclusive; GLS inh: 1.8%; HP1b chromo inh: 36.0%; JMJD2A Tudor inh: -3.1%[11.4 µM]; BLM helicase inh: -1.3%; Pin1 inhibitor: -21.5%

Results for COc1cccc(NC(=O)N2CCC(n3nnc4ccccc43)CC2)c1 ?
POLI inh: 4.7%; PGK inhibitor: -2.8%; BAZ2B block: -17.5%; GLS inh: -10.7%; HP1b chromo inh: 31.1%; JMJD2A Tudor inh: -17.2%; BLM helicase inh: -9.4%; Pin1 inhibitor: -4.2%

What do the screens show for `CC(=O)N=C1C=CC(=CN(O)C(C)(C)Cc2ccccc2)C=C1`?
G9a block: -3.3%[2.33 µM]; POLI inh: 5.0%; PGK inhibitor: 5.8%; BAZ2B block: 8.7%; GLS inh: 0.7%; HP1b chromo inh: 15.6%; JMJD2A Tudor inh: -14.6%; Pin1 inhibitor: 18.6%

How did COc1ccc(NS(=O)(=O)c2cc(NC(=O)CNC(=O)c3ccc(C)s3)ccc2Cl)cc1 do in these assays?
G9a block: 6.3%[59 µM]; POLI inh: 276.7%[activator]; PGK inhibitor: -7.2%; BAZ2B block: -28.5%; GLS inh: -1.7%; HP1b chromo inh: -1.9%; JMJD2A Tudor inh: -18.2%; BLM helicase inh: -5.3%; Pin1 inhibitor: 7.4%

How did Cc1cc(F)ccc1NC(=O)CCS(=O)(=O)c1cccc2nsnc12 do in these assays?
G9a block: -8.6%[59 µM]; POLI inh: 11.4%; PGK inhibitor: -6.5%; BAZ2B block: 1.1%; GLS inh: 6.5%; HP1b chromo inh: 15.1%; JMJD2A Tudor inh: -16.0%; BLM helicase inh: 2.6%; Pin1 inhibitor: 0.9%

How did O=C1OCCN1C(=O)[C@H]1[C@H](c2ccc([N+](=O)[O-])cc2)C(c2ccccc2)=NN1c1ccc(Br)cc1 do in these assays?
G9a block: -4.7%[59 µM]; POLI inh: 7.7%; PGK inhibitor: 0.6%; GLS inh: -2.4%; HP1b chromo inh: 31.9%; JMJD2A Tudor inh: inconclusive; BLM helicase inh: -6.9%; Pin1 inhibitor: -0.2%

How did Nc1cc(C(=O)OCC(=O)N2CCCC2)ccc1Cl do in these assays?
G9a block: -38.9%[12.7 µM]; POLI inh: 11.0%; PGK inhibitor: 3.4%; BAZ2B block: 0.3%; GLS inh: 2.9%; HP1b chromo inh: 23.5%; JMJD2A Tudor inh: -0.4%; BLM helicase inh: -1.8%; Pin1 inhibitor: 6.2%
